Large T inhibition – TAg ATPase/helicase activity blockers – biochemical (AID 1903); inhibition, % at 20 µM, or IC50 in µM where a hit was titrated; SV40 large T antigen ATPase/helicase inhibition assay; higher % means a stronger effect; 310,000 compounds, 0.39% hits; in the data active means a potency from the dose series; inconclusive means inhibition mostly from about 32% at the one dose, without a potency; inactive means the rest, 99 in 100 with inhibition below about 32%; further: strong numbers were not always called active
West Nile antiviral – inhibition of WNV-induced cytopathic effect – cell-based, CPE readout (AID 1621) | West Nile virus-infected cells, CPE inhibition; higher % means a stronger effect | CPE inhibition, % at 10 µM; hits with a dose series show IC50 in µM | 290,000 compounds, 0.02% hits; in the data active means a potency from the dose series; inconclusive means CPE inhibition mostly from about 3.7% at the one dose, without a potency; inactive means the rest, 99 in 100 with CPE inhibition below about 2.2%; further: strong numbers were not always called active
T cell HTS – T cell immune modulation candidate; 2C CD8+ T cell-vesicle binding, flow cytometry; hits give low values; calls only at 7 µM; 330,000 compounds, 0.068% hits;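 active means response, share of CD8 T cells binding vesicles, and their 90th percentile fluorescence all below set limits, cut at about 80% in these data, passing the limit was not always enough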
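Material: murine 2C transgenic CD8+ T lymphocytes / Also added: QL9-peptide-loaded Drosophila micro-vesicles bearing Ld, ICAM-1 and B7-1 / Schedule: binding step 1.5 h, 37 °C, antibody labelling 20 min, ice / Signal: flow cytometry, PE anti-B7-1 (FL2) versus Alexa647 anti-CD8 (FL8), PFA-fixed / Evaluation: percent CD8+ FL2 mean versus row control / Benchmarks: naked versus QL9-loaded vesicles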
K1F lysis inhibition – inhibition of K1F phage lysis, E. coli UTI89, bacterial capsule biogenesis inhibitors, alamar blue (AID 488966). 340,000 compounds, 0.02% hits. E. coli UTI89 K1F phage lysis, alamar blue, 2 h; higher % means a stronger effect. inhibition, % at 100 µM; hits with a dose series show IC50 in µM;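 active means phage lysis inhibition, versus mean bacterial control, above a set limit; inconclusive means no clear call, values can overlap the other calls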;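 further: capsule biogenesis inhibitors block K1F phage lysis so surviving cells raise fluorescence; higher fluorescence means more inhibition of phage lysis; actives were called in the ten point dose series up to 300 µM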
NS5 inhibitors – flavivirus cap methylation enzyme inhibition – biochemical, confirmation dose response, primary screen (AID 588689) | Dengue-2 NS5 methyltransferase capping enzyme assay, biochemical; higher % means a stronger effect | one-dose inhibition, % at 25 µM; IC50 in µM for titrated hits | 340,000 compounds, 0.3% hits; in the data active means a potency from the dose series; inconclusive means inhibition above about 29% without an active follow-up result
MgcRacGAP inhibition – MgcRacGAP GTPase-activating activity inhibitors, confirmation, biochemical, ADP Hunter fluorescence; one-dose inhibition, % at 30 µM; IC50 in µM for titrated hits; MgcRacGAP-stimulated Rac1 GTP hydrolysis, ADP Hunter fluorescence; higher % means a stronger effect; GST-tagged Rac1 F28L mutant substrate; AID 624330; 340,000 compounds, 0.6% hits;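 active means first-screen hits whose inhibition reached a set limit at any dose in the follow-up dose series; inconclusive means inhibition above the set first-screen limit but never retested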;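 further: fluorescence reports GDP produced by GAP-driven GTP hydrolysis; strong numbers were not always called active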
RSV antiviral HEp-2 – inhibition of RSV-induced cytopathic effect – HEp-2 cells, primary 10 µM value included (AID 2391). HEp-2 cells, RSV-induced CPE inhibition; higher % means a stronger effect. CPE inhibition, % at 10 µM, or IC50 in µM where a hit was titrated. 310,000 compounds, 0.13% hits; in the data active means a potency from the dose series; inconclusive means CPE inhibition mostly from about 23% at the one dose, without a potency; inactive means the rest, 99 in 100 with CPE inhibition below about 21%; further: strong numbers were not always called active
PhoP inhibition – PhoP-dependent GFP reporter repression – Salmonella Typhimurium, primary screen (AID 1863). 300,000 compounds, 0.16% hits. S. Typhimurium PhoP-regulated promoter GFP reporter, 4 h; higher % means a stronger effect. inhibition, % at 50 µM; hits with a dose series show IC50 in µM;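 active means inhibition over 29.93%, a cutoff 3 SD above the screen mean, later confirmed by dose response; inconclusive means inhibition over 29.93% but no dose response follow-up; inactive means inhibition at most 29.93% or unconfirmed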;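 further: 0% = low Mg2+ inducing control and 100% = high Mg2+ repressing control; strong numbers were not always called active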
NTR1 agonist – NTR1-driven beta-arrestin-GFP spot formation – imaging, U2OS cells, high content, primary screen (AID 493036) | P30989 | agonist mode | activation, % at 20 µM | 330,000 compounds, 0.17% hits;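 active means activation at or above 40% of the spot to cytoplasm intensity ratio, with at least 20 cells analyzed; inconclusive means wells under 20 cells, flagged as cytotoxic or low count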;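 further: 0% = DMSO without peptide and 100% = 100 nM NTR1 peptide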
Target sequence (P30989 whole entry, looked up): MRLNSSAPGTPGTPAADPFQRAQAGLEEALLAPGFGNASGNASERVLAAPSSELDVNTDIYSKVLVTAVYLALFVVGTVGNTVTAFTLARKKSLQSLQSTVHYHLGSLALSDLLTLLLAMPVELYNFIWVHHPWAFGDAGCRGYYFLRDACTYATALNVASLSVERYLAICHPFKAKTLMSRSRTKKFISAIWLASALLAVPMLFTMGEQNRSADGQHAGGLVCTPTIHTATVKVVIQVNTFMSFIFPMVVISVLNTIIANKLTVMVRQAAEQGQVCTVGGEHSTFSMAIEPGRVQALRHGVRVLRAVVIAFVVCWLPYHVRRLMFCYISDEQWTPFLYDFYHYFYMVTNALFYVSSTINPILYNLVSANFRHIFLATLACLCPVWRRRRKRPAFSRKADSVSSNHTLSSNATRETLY
T cell HTS vesicle-bound % – further read-out of T cell HTS, marked with its call; double positive events, %; measured here: CD8+ vesicle-bound cell fraction;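 binding gate set so that unloaded-vesicle control wells show 10% double positive cells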
NTR1 agonist cell count 20 µM – further read-out of NTR1 agonist, marked with its call; cell count; measured here: cell count, cytotoxicity flag
NS5 inhibitors pilot replicate – second read-out of NS5 inhibitors, no call of its own (marks repeat the call); inhibition, %; measured here: pilot screen replicate inhibition
Numbers without * were called inactive; i = inactive; ? = inconclusive; · = not tested or not shown; [ ] = remark or other dose.

The first two records as a preview:
SMILES | Large T inhibition | West Nile antiviral | T cell HTS | T cell HTS vesicle-bound % | K1F lysis inhibition | NS5 inhibitors | MgcRacGAP inhibition | RSV antiviral HEp-2 | PhoP inhibition | NTR1 agonist | NTR1 agonist cell count 20 µM | others
Cc1ccc2[nH]c(-c3cccc(F)c3)cc(=O)c2c1 | 4% | 1.7% | i | 16 | 1.6% | 5% | 1% | -0.3% | 2% | -0.6 | 63
COc1cccc(-n2c(CN3CCN(Cc4ccccc4)CC3)nc3ccc([N+](=O)[O-])cc3c2=O)c1 | 20% | -0.8% | i | 21 | · | · | · | 1.3% | 0% | -0.5 | 76

The listing, from the first entry:
SMILES | Large T inhibition | West Nile antiviral | T cell HTS | T cell HTS vesicle-bound % | K1F lysis inhibition | NS5 inhibitors | MgcRacGAP inhibition | RSV antiviral HEp-2 | PhoP inhibition | NTR1 agonist | NTR1 agonist cell count 20 µM | others
Cc1ccc2[nH]c(-c3cccc(F)c3)cc(=O)c2c1 | 4% | 1.7% | i | 16 | 1.6% | 5% | 1% | -0.3% | 2% | -0.6 | 63
COc1cccc(-n2c(CN3CCN(Cc4ccccc4)CC3)nc3ccc([N+](=O)[O-])cc3c2=O)c1 | 20% | -0.8% | i | 21 | · | · | · | 1.3% | 0% | -0.5 | 76
CCOC(=O)C1NN=C(C(=O)c2ccccc2)C1c1ccccc1 (stereo not given) | 4% | -0.6% | i | 51 | 2.9%[50 µM] | -3% | 5% | 2.4% | -3% | -0.8 | 67
CC(C)=NNc1nc2c(c(=O)[nH]c(=O)n2C)n1CCc1ccccc1 | 6% | -0.3% | i | 56 | · | · | · | 3.0% | 6% | -1.0 | 33
CNC(=O)c1nc(C)c(C2(C)CC(c3cccc([N+](=O)[O-])c3)=NO2)s1 (stereo not given) | -1% | -0.4% | i | 26 | 3.8% | -3% | 10% | 0.8% | -3% | -4.0 | 91
COc1cc2[nH]c(=O)n(CCCCCC(=O)N3CCN(c4ccccn4)CC3)c(=O)c2cc1OC | 18% | 0.3% | i | 22 | 0.2% | -6% | 4% | -0.2% | -4% | 0.0 | 72 | NS5 inhibitors pilot replicate=-4.2
CCOc1ccc(C(=O)O/N=C(\N)c2ccccn2)cc1OCC | 2% | 1.3% | i | 7 | 1.4%[50 µM] | 1% | 7% | 4.1% | 0% | 2.2 | 52
Cc1cc(OC(=O)c2c(F)cc(F)cc2F)nc(C)n1 | 0% | 0.1% | i | 59 | 0.7% | 1% | 5% | 0.6% | 8% | 2.6 | 89
Cc1ccc(O)c(C(=O)c2cnn(C(=O)COc3ccccc3C#N)c2)c1 | 17% | 0.0% | i | 18 | · | · | · | 8.7% | -2% | 0.4 | 70
O=C(Cn1nnc2ccccc2c1=O)N1CCOCC1 | 10% | 0.5% | i | 29 | -2.2% | -6% | 6% | -1.3% | -4% | 0.2 | 53
CCn1nnc(-c2ccccc2NS(=O)(=O)c2ccc(S(=O)(=O)N3CCCCCC3)cc2)n1 | -6% | -0.6% | i | 26 | 5.3% | 2% | 6% | 1.1% | 37% | 2.0 | 47
Cc1ccc(-n2c(CNc3ccc(F)cc3)nnc2SCC(=O)N2CCOCC2)cc1 | 27% | -0.1% | i | 39 | -0.2% | -1% | -7% | 3.4% | 4% | 0.4 | 48
CCc1oc2c(C)c(O)ccc2c(=O)c1-c1ccc2ccccc2n1 | 2% | 0.5% | i | 4 | 4.4% | -10% | 7% | 0.5% | 1% | 2.6 | 54
CCOC(=O)N1CCN(CC(=O)Nc2nc3ccc(OC)cc3s2)CC1 | 6% | 0.8% | i | 57 | 0.7% | 2% | 10% | 10% | -4% | -0.1 | 46
COC(=O)C(NS(=O)(=O)c1cccc(S(=O)(=O)NC(C(=O)OC)c2ccccc2)c1)c1ccccc1 (stereo not given) | 3% | -1.1% | i | 14 | -0.5% | -4% | 4% | 0.2% | 0% | 2.0 | 54
COc1ccc(CCNC(=O)CN2C(=O)c3ccccc3C2=O)cc1 | 3% | 0.3% | i | 27 | 4.1% | -3% | -1% | 1.5% | 9% | 1.0 | 57
O=C(c1ccc(OC2CCN(Cc3ccccc3C(F)(F)F)CC2)cc1)N1CCCCC1 | 10% | -1.4% | i | 20 | 0.1% | 1% | 8% | 6.5% | 8% | 8.9 | 70
CCC(CC)C(=O)c1c[nH]c(C(=O)NCC2CCCO2)c1 (stereo not given) | 0% | -0.1% | i | 34 | 0.1% | -9% | 7% | 1.8% | 10% | -0.1 | 52
O=C(Nc1ccnn1C1CCN(C/C=C/c2ccccc2)CC1)c1ccccc1Cl | 10% | -1.1% | i | 24 | 0.0% | -1% | 6% | -0.6% | 3% | 0.5 | 46
CC(C)(C)NC(=O)Nc1ccc(F)c(Cl)c1 | 7% | -0.3% | i | 59 | 0.1% | -10% | -2% | 6.2% | -11% | -0.5 | 88
Cc1noc(C)c1CSc1nnc2scc(-c3ccccc3)n12 | 23% | 1.9% | i | 47 | 0.3% | -3% | 6% | 1.5% | -5% | 0.6 | 60
N#Cc1cccc(S(=O)(=O)N2CCN(c3ccnc4cc(Cl)ccc34)CC2)c1 | 4% | -0.4% | i | 22 | 3.5%[50 µM] | -5% | 6% | ? | -1% | 3.3 | 53
Cc1csc(NC(=O)CSc2nnc(CCNC(=O)c3cccs3)n2C)n1 | 7% | 0.1% | i | 54 | 10% | -2% | 5% | -1.6% | 2% | -1.0 | 63
CCOc1ccc(N2CC(C(=O)Nc3cc(C)on3)CC2=O)cc1 (stereo not given) | 0% | -0.2% | i | 50 | 2.2% | -2% | -2% | 1.6% | 2% | 0.7 | 50
CCOc1ccc(-n2c(SCC(=O)NCc3ccco3)nc3c([nH]c4ccccc43)c2=O)cc1 | · | -0.4% | i | 31 | 0.2% | 2% | 1% | 3.5% | · | 7.5 | 48
Cc1ccccc1NC(=O)c1c2c(nc3ccccc13)CCC2 | -3% | -0.4% | i | 44 | -0.7% | -7% | -1% | -0.6% | -4% | 0.8 | 32
COc1ccccc1NC(=S)NC(C)=O | 7% | -0.3% | i | 25 | -0.1% | -5% | 5% | 4.8% | 2% | -0.3 | 29
COc1c(C)cccc1C(=O)Nc1ccc(OCC(=O)N2CCOCC2)cc1C | 15% | -0.1% | i | 65 | -0.1% | -5% | 8% | 2.1% | -4% | -0.1 | 48
CC1=Nc2cc(C(=O)N3CCCC3)ccc2Sc2c(C)ccc(C)c21 | 16% | -0.8% | i | 21 | -0.1% | -3% | -14% | 3.3µM* | 0% | 2.6 | 78
COc1ccc(CCN(C)CC(O)c2ccccc2)cc1OC (stereo not given) | 4% | -0.2% | i | 27 | -0.3% | 1% | 25% | -1.8% | -6% | -1.9 | 42
COc1ccc(C(C)=O)cc1CSc1nc2nc(C)cc(C)n2n1 | 3% | -0.6% | i | 28 | 1.8% | -6% | 3% | 2.5% | -9% | -1.0 | 56
O=C(NCc1ccccc1CN1CCCC1)c1cc2ccccc2o1 | · | · | i | 42 | 0.4%[50 µM] | -11% | -2% | · | · | · | ·
CCOC(=O)c1c(C)[nH]c(C(=O)COC(=O)c2ccc(N3CCCC3=O)cc2)c1C | -1% | 0.1% | i | 13 | 0.9% | -1% | 11% | 13% | -3% | -1.2 | 91
CC(=O)N1N=C(c2ccc(C)o2)CC1c1ccc(Br)cc1 (stereo not given) | 10% | -1.1% | i | 34 | 2.5% | -5% | -7% | 0.9% | 2% | 0.0 | 63
Cc1cc(=O)n2nc(N3CCCC(C(=O)NCc4ccc(F)cc4)C3)sc2n1 (stereo not given) | 9% | -0.2% | i | 20 | 0.1% | -6% | 3% | 1.2% | 2% | 0.2 | 60
O=C(Nc1cccc(F)c1)c1cc(S(=O)(=O)NCCC2=CCCCC2)ccc1F | 14% | -1.3% | i | 19 | -0.1% | -12% | 9% | 21% | 28% | 10 | 58
N#Cc1ccc(NC(=O)N2CCC(c3nc4c(nnn4Cc4cccc(Cl)c4)c(=O)[nH]3)CC2)cc1 | 17% | -0.5% | i | 55 | -0.5% | -5% | 8% | -2.5% | 5% | 1.2 | 60
CNCC[C@@H](Oc1ccccc1C)c1ccccc1 | 9% | 0.2% | i | 56 | 2.3% | 5% | 8% | -0.1% | -2% | -0.7 | 58
COc1cc(C(=O)Nc2ccc3c(c2)Cc2cc(NC(=O)c4cc(OC)c(OC)c(OC)c4)ccc2-3)cc(OC)c1OC | 22% | 1.1% | i | 39 | 1.5%[50 µM] | -5% | 6% | 4.5% | 0% | -1.1 | 44
O=C(NCc1cccnc1)c1ccc(NS(=O)(=O)c2ccc(F)cc2)cc1 | 14% | 0.4% | i | 33 | 1.0% | 0% | 5% | 3.4% | 9% | 0.4 | 60
CC(C)CC(=O)NC(=S)NCc1ccccc1 | 9% | -1.4% | i | 42 | 2.6%[50 µM] | -1% | 5% | 3.0% | -3% | 5.6 | 38
CC(C)C(=O)NC(=S)Nc1ccc(S(=O)(=O)NC(C)(C)C)cc1 | 2% | 0.3% | i | 29 | 0.6% | -6% | 4% | 0.6% | 4% | 1.7 | 56
CC1CCN(C(=O)Cn2nnc(-c3ccc(C(C)C)cc3)n2)CC1 | 11% | -1.8% | i | 41 | -0.1% | 4% | 5% | 13% | -3% | 4.1 | 66 | NS5 inhibitors pilot replicate=-0.3
COc1cc(Cl)ccc1OCc1cc(C(=O)NCCCN2CCCC2=O)no1 | 7% | 0.1% | i | 17 | 1.1% | -2% | 7% | 0.2% | -5% | 1.4 | 54
CC(O)CN1CCN(C(=O)CN2C(=O)NC(c3ccccc3)(c3ccccc3)C2=O)CC1 (stereo not given) | 11% | -0.3% | i | 47 | -0.2% | -12% | 6% | 0.6% | -1% | -0.5 | 66
Cc1cc(Br)ccc1NC(=O)C1CCN(S(=O)(=O)c2cnc[nH]2)CC1 | 11% | -0.6% | i | 30 | 0.3% | 1% | -4% | 0.0% | 0% | -0.1 | 46
COCCN(C(=O)C(F)(F)F)C(C(=O)NC1CCCCC1)c1ccco1 (stereo not given) | 3% | -0.1% | i | 10 | 0.3% | -4% | 7% | 1.8% | 4% | -2.8 | 64
Cc1ccc2c(c1)NC(=O)C(CC(=O)Nc1ccc(CN3CCC(C)CC3)cc1)O2 (stereo not given) | 0% | -0.1% | i | 36 | 6.4% | 3% | 5% | -0.6% | 8% | -0.4 | 49

Compound activity as filed in PubChem BioAssay.
